CYP2C9 act: human CYP2C9 activators, primary screen, biochemical, luminescence. AID 1024, 2008. Cytochrome P450 2C9 (Homo sapiens), P11712. recombinant CYP2C9, luciferin-H conversion; stronger effect = higher value; factor 1 = untreated enzyme, 0 = blocked. activation factor at 5 µM. 96,000 tested, 1.4% active;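 active = activation factor of 2 or more for CYP2C9 at a 5 µM dose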;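 also: 0 = sulfaphenazole-blocked wells and 1 = vehicle-only wells; values of inactives mirror those of a sister screen read the other way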
Target sequence (P11712 whole entry, looked up): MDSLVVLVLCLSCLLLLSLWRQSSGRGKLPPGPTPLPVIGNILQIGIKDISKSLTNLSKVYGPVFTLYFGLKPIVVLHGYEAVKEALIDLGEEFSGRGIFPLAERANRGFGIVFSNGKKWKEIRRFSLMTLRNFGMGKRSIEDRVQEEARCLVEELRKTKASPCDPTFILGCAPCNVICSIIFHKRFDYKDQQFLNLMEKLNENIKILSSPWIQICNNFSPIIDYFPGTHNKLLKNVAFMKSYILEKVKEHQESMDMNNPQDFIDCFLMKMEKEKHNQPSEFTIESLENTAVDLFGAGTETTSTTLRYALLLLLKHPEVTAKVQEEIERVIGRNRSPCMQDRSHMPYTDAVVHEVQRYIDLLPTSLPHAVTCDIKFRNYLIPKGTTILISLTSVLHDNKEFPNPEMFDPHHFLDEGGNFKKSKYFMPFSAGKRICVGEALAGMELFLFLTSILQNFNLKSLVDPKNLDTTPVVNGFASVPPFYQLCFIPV
PLAP act: PLAP enzyme activators, biochemical, luminescence, HTS; Alkaline phosphatase, placental type (Homo sapiens), P05187; purified PLAP enzyme, luminescent substrate read-out; stronger effect = higher value; activation fold at 20 µM; 96,000 tested, 1.2% active; AID 696, 2007; in the data active = activation fold above about 2
CYP2C19 inhib: blockers of cytochrome P450 2C19 activity – biochemical, luminescence, ADME assay, primary screen; CYP2C19 Supersomes, luciferin-H EGE luminescence, 30 min; inhibition, % at 5 µM; 96,000 tested, 21% active; AID 778, 2007;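 active = CYP2C19 inhibition above a set limit at 5 µM in the primary screen, cut at about 50% in these data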;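 also: plate controls were negative control wells for no effect and 2.5 mM tranylcypromine positive control for full effect; values of inactives mirror those of a sister screen read the other way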
Target sequence (P33261 whole entry, looked up): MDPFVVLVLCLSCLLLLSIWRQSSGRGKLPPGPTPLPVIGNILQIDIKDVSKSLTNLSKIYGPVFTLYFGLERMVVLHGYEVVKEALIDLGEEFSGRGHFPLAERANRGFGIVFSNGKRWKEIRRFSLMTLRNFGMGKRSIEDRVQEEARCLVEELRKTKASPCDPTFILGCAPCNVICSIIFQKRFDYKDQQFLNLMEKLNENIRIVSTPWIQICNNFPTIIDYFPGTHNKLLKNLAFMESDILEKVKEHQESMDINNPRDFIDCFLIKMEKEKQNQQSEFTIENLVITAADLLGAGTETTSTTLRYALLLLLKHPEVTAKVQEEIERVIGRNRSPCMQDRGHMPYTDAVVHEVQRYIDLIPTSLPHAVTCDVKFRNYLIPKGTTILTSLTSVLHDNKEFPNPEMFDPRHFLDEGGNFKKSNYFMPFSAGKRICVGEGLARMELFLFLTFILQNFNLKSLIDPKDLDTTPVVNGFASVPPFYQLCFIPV
EphB4 ephrin blk: EphB4-ephrin-B2 interaction antagonists, primary screen, biochemical, TNYL-RAW peptide probe, fluorescence polarization; Ephrin type-B receptor 4 (Homo sapiens), P54760; EphB4 LBD / TNYL-RAW-Alexa532 peptide; inhibition, % at 7 µM; 97,000 tested, 0.15% active; AID 720, 2007;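 active = inhibition above the screen-wide mean inhibition plus 3 SD, cut at about 15% in these data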;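 also: 0% = DMSO wells and 100% = excess unlabeled TNYL-RAW peptide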
CYP2C9 inhib: blockers of cytochrome P450 2C9 activity – biochemical, luminescence, ADME assay, primary screen; P11712; CYP2C9 Supersomes, luciferin-H conversion; inhibition, % at 5 µM; 96,000 tested, 20% active; AID 777, 2007;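 active = blocking of liver enzyme CYP2C9 beyond about 50% at 5 µM, limit read from the data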; also: values of inactives mirror those of a sister screen read the other way
PostGolgi yeast: phenotypic screen on post-Golgi transport, primary screen; post-Golgi transport phenotypic cell assay; inhibition, % at 10 µM; 98,000 tested, 0.9% active; AID 739, 2007; in the data active = inhibition above about 30%;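 also: yeast cells grown in 1536-well plates; yeast grown about 18 h at 30C before absorbance read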
Ecoli WT expand: growth inhibitors of wild-type E. coli, primary screen, strain BW25113, expanded library, OD600; OD600 absorbance; growth inhibition, % at 100 µM; 98,000 tested, 0.15% active; AID 710, 2007;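 active = growth inhibition above about 50% at one test dose, limit read from the data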;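 also: growth measured after 20 h incubation at 37 °C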
Pyk2 oligo antag: antagonists of Pyk2 self-association, primary screen, Q293 cells, FERM NanoBiT luminescence, HTS; stronger effect = lower value; 99,000 tested, 0.83% active; z-score (the deposit names both 25 µM and 10 µM);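 active = Z-score of -3 or lower, scaled per plate to the spread of control and sample wells; inactive = z-score above -3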;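 also: negative z-score means lost luminescence so less FERM oligomerization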
CYP2C19 activ: human CYP2C19 activators, primary screen, biochemical, luminescence; recombinant CYP2C19, luciferin-H EGE luminescence; stronger effect = higher value; 0 = fully inhibited enzyme, 1 = untreated enzyme; activation factor at 5 µM; 96,000 tested, under 10 active;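 active = activation factor of at least 2 at 5 µM in the primary screen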;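 also: 0 = wells with 2.5 mM tranylcypromine and 1 = vehicle-only wells; values of inactives mirror those of a sister screen read the other way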
Active calls of the source: *; / = not tested or not shown. No enrichment for hits. About 31% of those tested had a hit in this group.

SMILES	CYP2C9 act	PLAP act	CYP2C19 inhib	EphB4 ephrin blk	CYP2C9 inhib	PostGolgi yeast	Ecoli WT expand	Pyk2 oligo antag	CYP2C19 activ
COc1ccc(-c2oc(NC(=O)c3ccc(C)cc3)c(C#N)c2-c2ccc(OC)cc2)cc1	0.1	1.6	69*	1	94*	-6	-16	-2	0.3
CCC(=O)N1CCCc2cc(S(=O)(=O)N3CCC(N4CCCCC4)CC3)ccc21	1.2	1.5	-17	/	-22	5	-8	0.32	1.2
O=C(NCc1ccco1)c1ccc(Cn2c(=O)c3ccccc3n(Cc3cccc(F)c3)c2=O)cc1	0.4	0.9	80*	-3	61*	2	3	-0.78	0.2
CCOC(=O)c1ccc(NC(=O)C2(c3ccc(OC)cc3)CCOCC2)cc1	0.6	1.2	33	-2	38	0	-3	-1.7	0.7
CCn1c(SCc2ccc(F)cc2)nnc1C1CCN(S(=O)(=O)c2ccc(OC)cc2)CC1	1.9	1.5	17	0	-86	-4	-11	1.6	0.8
COc1ccc(C(=O)NC(Oc2ccccc2)C(Cl)(Cl)Cl)cc1 (stereo not drawn)	0.8	1	13	13	18	-4	-1	1.6	0.9
COc1ccc2[nH]c(=O)c(CN(Cc3nnnn3Cc3ccccc3)CC3CCCO3)cc2c1 (stereo not drawn)	0.7	1.2	32	-8	35	-4	-11	-0.32	0.7
O=C(C(Cc1ccccc1)N1C(=O)C2C3C=CC(C3)C2C1=O)N1CCCCC1 (stereo not drawn)	0.9	1.5	29	-2	11	2	-16	-0.16	0.7
CC(=O)c1c(C)c[nH]c1C	1.2	0.9	-15	1	-23	0	1	0.61	1.1
CCC1CCCCN1S(=O)(=O)c1ccc(NC(=O)CSc2ncccc2C(=O)O)cc1 (stereo not drawn)	0.7	1.2	0	/	26	1	7	-0.77	1
COc1ccc(-c2nc3nc(C)cc(C)n3n2)cc1	1	0.9	4	-1	-2	-20	-1	0.26	1
N#CCCn1c(SCC(=O)N2CCN(S(=O)(=O)c3ccccc3)CC2)nc2ccccc21	0.9	1.4	-4	-5	10	-5	-9	1.6	1
CC(C)CN(Cc1cc2ccccc2[nH]c1=O)C(=O)c1cccnc1	1	1	-4	/	0	-1	-2	-0.28	1
COC(=O)c1c(C(=O)OC)c2oc3ccccc3n2c1Cl	0.6	0.9	37	2	36	-9	-4	0.69	0.6
CC(=O)c1ccc(NS(=O)(=O)c2ccc(C)cc2)cc1	0.2	1.1	80*	3	80*	12	8	-0.2	0.2
Cc1nnc(NC(=O)c2ccc3ccccc3c2)o1	1	1.1	6	0	2	-4	50*	0	0.9
O=C1Nc2cc(C(=O)N3CCN(Cc4ccccc4)CC3)ccc2SC1N1CCOCC1 (stereo not drawn)	0.8	1.4	12	5	22	5	5	0.8	0.9
CCn1cc(C(=O)NCC2CCCO2)c(=O)c2cc(S(=O)(=O)N3CCCCCC3)ccc21 (stereo not drawn)	0.4	1.4	18	4	57*	1	3	0.68	0.8
Cc1ccc(NC(=O)/C(C#N)=C/c2cc(C)n(-c3ccc(N4CCOCC4)c([N+](=O)[O-])c3)c2C)c(C)c1	0.8	0.9	-2	2	20	9	-21	0.93	1
Cc1ccccc1OCCSc1nnc(-c2ccncc2)n1C	0.1	1.5	97*	3	86*	0	6	-0.04	0
COc1cccc(N2C(=O)c3ccncc3C2=O)c1	1	0.9	0	2	1	1	0	-0.12	1
CCCCCC(=O)OC(CN1CCCCC1)CN1CCCC1=O (stereo not drawn)	1	1.2	2	-3	-3	-2	-3	-0.48	1
O=C(NC1(C(F)(F)F)N=C2SCCN2C1=O)c1ccccc1 (stereo not drawn)	1	1	-10	9	-2	0	8	0.95	1.1
N#Cc1nc(-c2ccccc2F)oc1NCCN1CCOCC1	0.7	1.2	64*	-6	27	-4	-6	/	0.4
Cc1c(C(=O)NCc2ccccn2)oc2ccccc12	1	0.9	8	-9	-2	10	1	-0.53	0.9
CCOc1ccc(C2C(C#N)=C(N)Oc3cc(C)n(CCN4CCOCC4)c(=O)c32)cc1OCC (stereo not drawn)	0.8	0.9	-6	/	16	12	2	-0.18	1.1
Cc1cccc(OCc2nnc(SCc3nc4cc(C(F)(F)F)ccc4c(=O)[nH]3)o2)c1	0.7	1.7	54*	2	33	-1	-5	1.5	0.5
O=C(NC1CCS(=O)(=O)C1)C1CCCCN1S(=O)(=O)c1ccc(Cl)cc1 (stereo not drawn)	0.1	1.1	21	6	91*	-2	4	0.08	0.8
Cc1ncc(S(=O)(=O)c2ccccc2)c(-c2ccc(Cl)cc2Cl)n1	1	1.2	73*	3	2	10	-5	0.04	0.3
O=C(O)COc1ccccc1C1C2C(=O)N(c3ccccc3)C(=O)C2ON1c1ccccc1 (stereo not drawn)	0.6	1.3	20	/	38	0	3	0.59	0.8
Cc1cccc(-c2nc3ccccc3c3nncn23)c1	0.8	1	54*	-11	16	1	7	-1.8	0.5
COc1ccc2c(CC(=O)OCC(=O)Nc3ccc4c(c3)OCO4)coc2c1	0.6	0.9	16	/	38	8	3	1.4	0.8
CCOc1ccc(CN(C(=O)c2ccco2)C2CCS(=O)(=O)C2)cc1 (stereo not drawn)	0.9	1	18	-4	14	12	2	0.57	0.8
C=CCn1cnc2scc(-c3ccc(C)cc3)c2c1=O	0.3	0.8	92*	-5	65*	16	-5	0.23	0.1
CC(=O)N1CSCC1C(=O)N1CCN(c2ccc(N3CCOCC3)nn2)CC1 (stereo not drawn)	1.1	1.1	-15	9	-5	-10	8	/	1.1
Cc1nnc(SCc2cnc(-c3ccc(C(C)C)cc3)s2)n1C	0.9	1.3	8	2	8	-5	10	-1.9	0.9
O=C(Cc1ccc(Cl)cc1)Nc1ccccc1CO	0.9	0.9	55*	8	6	0	4	1.8	0.4
COc1ccc(/C=N/Nc2nnc(-c3ncc[nH]3)c3ccccc23)cc1	1.1	1.2	4	5	-9	-2	-6	-0.32	1
COc1ccc(C)cc1NC(=O)c1ccc(N(C)S(C)(=O)=O)cc1	2.5*	0.9	32	4	-147	-11	12	0.79	0.7
CSc1nnc(-c2cccc(C)c2)n1N	1.2	0.9	9	-2	-17	-1	6	0.43	0.9
Nc1n[nH]c2c1C1(CCCC1)Cc1ccccc1-2	1.1	1.1	13	-4	-7	-3	13	1.1	0.9
c1cncc(-c2nnc(-c3ccco3)o2)c1	1.2	0.9	-7	7	-16	4	5	2.5	1.1
Cc1occc1C(=O)n1cnc2ccccc21	1.2	1	-15	-2	-19	20	10	/	1.2
O=C(Nc1ccc(Cn2cccn2)cc1)c1ccc(COc2ccc(Br)cc2)cc1	0.8	1.2	-1	0	17	7	1	-0.11	1
Cc1ccc(C)c(-c2cc(C(=O)Nc3sc(C)c(C)c3C(N)=O)c3ccccc3n2)c1	0	1.2	41	-5	96*	9	-12	-2	0.6
CCOC(=O)c1[nH]c(C)c(C(=O)Nc2ccc(C)c(Cl)c2)c1C	/	/	/	-1	/	3	-11	-0.35	/
CN1CC(=O)N/C1=N\C(=O)Nc1ccc2c(c1)N(C)C(=O)CS2	0.7	2.8*	6	8	33	0	0	0.05	0.9
O=C(NCc1ccco1)Oc1ccccc1	1.3	0.9	-7	4	-26	1	1	-0.49	1.1
CC(NC(=O)NC(N)=O)(C(F)(F)F)C(F)(F)F	1.1	0.8	2	-8	-13	1	1	-0.47	1
O=C(CNS(=O)(=O)c1ccc(Br)s1)N1CCCC1	1.1	1.2	64*	6	-12	4	-3	-0.66	0.4
O=C(c1ccc2c(=O)n(Cc3ccco3)c(=S)[nH]c2c1)N1CCN(Cc2ccccc2)CC1	0.3	1	57*	-3	70*	-4	-9	0.46	0.4
Cc1nn(CC(=O)N2CCN(Cc3ccccc3)CC2)c(=O)c2ccccc12	1.1	1.6	75*	/	-13	-2	7	-0.57	0.3
COc1ccc(OC)c(C2CC(=O)N3CN(c4ccc(C)c(Cl)c4)CSC3=C2C#N)c1 (stereo not drawn)	0	0.8	54*	-8	96*	-3	0	/	0.5
CCOc1[nH]n(-c2ccc(Cl)cc2)c(=O)c1C=Nc1ccc(O)cc1	0.6	1.1	14	1	37	4	-1	-2	0.9
COc1c(O)ccc2cnn(-c3ccccc3C)c(=O)c12	1	1	10	-5	1	-7	-2	-0.13	0.9
Cc1ccc(S(=O)(=O)N2CC(=O)Nc3ccccc32)cc1	1.4	1	24	-1	-40	18	-3	2	0.8
CCOc1ccccc1C1C(C#N)=C(N)Oc2cc(N)ccc21 (stereo not drawn)	0.3	0.8	76*	4	70*	-1	5	-2.1	0.2
Cc1c(C(=O)Nc2ccncc2)sc2nc(-c3ccccc3)cn12	0.2	1	47	/	79*	5	-18	/	0.5
CCCc1noc(-c2ccc(-c3ccccc3)cc2)n1	1	1	5	3	4	-2	-17	-0.54	1
O=C(CCc1ccccc1)NCc1cccnc1	0.8	1.1	18	-5	16	-3	8	0.91	0.8
(further entries)
SMILES	CYP2C9 act	PLAP act	CYP2C19 inhib	EphB4 ephrin blk	CYP2C9 inhib	PostGolgi yeast	Ecoli WT expand	Pyk2 oligo antag	CYP2C19 activ
Cc1ccc(S(=O)(=O)C(C#N)c2nc3ccccc3nc2N2CCCCC2)cc1 (stereo not drawn)	0.9	1.4	17	/	7	/	/	/	0.8
O=C(O)CC1C(=O)NCCN1C/C=C/c1ccccc1 (stereo not drawn)	0.8	1.2	-19	-2	21	1	3	/	1.2
CCC(=O)Nc1cccc(C(=O)/C=C/c2ccccc2)c1	2*	1	60*	0	-101	-5	1	-0.19	0.4
Cc1ccc(OCC(=O)O/N=C(\N)Cc2ccc(Cl)cc2)cc1	1	1	-2	-5	5	0	5	0.34	1
CN1C(=O)C(C(=O)NC(C)(C)C)C2c3ccccc3OC13CCCCC23 (stereo not drawn)	0.4	1.3	58*	9	60*	5	3	0.18	0.4
O=C(Nc1nnc(CCc2ccccc2)s1)c1cccs1	0.7	1	18	-3	27	4	-8	-1.1	0.8
COc1cccc(C(=O)Nc2ccc(C(=O)O)cc2)c1	1	1.1	29	5	0	5	-8	0.52	0.7
COc1ccc2cc3c(N)c(C(=O)NCc4ccco4)sc3nc2c1	0.7	1	18	-2	26	-2	-1	0.65	0.8
O=C(CN1CCC2(CC1)OCCO2)c1c[nH]c2ccccc12	1	1	81*	-7	3	-3	5	/	0.2
O=C(Nc1cccnc1)C1CCCN(S(=O)(=O)c2cccc3nsnc23)C1 (stereo not drawn)	0.3	1.1	69*	3	70*	2	5	1.3	0.3
Cc1cc2cc3c(cc2nc1SCC(=O)N1CCN(C(=O)c2ccco2)CC1)OCO3	0.2	1.5	48	3	80*	/	/	0.8	0.5
O=C(O)CNC(=O)c1ccc2c(c1)OCCO2	0.9	0.9	3	-11	5	-20	-1	2	1
